# Screening data: PubChem BioAssay, several laboratories
# Mtb RmlCD inh = M. tuberculosis RmlC/RmlD coupled enzyme inhibitors, primary screen, biochemical, compound mixtures, 384-well, from 1536-well plates; RmlC+RmlD coupled enzyme assay, percent inhibition; primary screen in compound mixtures; inhibition, % at 3.6 µM; hit rate 0.03% among 160,000; in the data active means inhibition mostly above about 34%, no sharp cut-off; further: some results filed as inactive read as strong as hits
# Target sequence (P9WH09 whole entry, looked up): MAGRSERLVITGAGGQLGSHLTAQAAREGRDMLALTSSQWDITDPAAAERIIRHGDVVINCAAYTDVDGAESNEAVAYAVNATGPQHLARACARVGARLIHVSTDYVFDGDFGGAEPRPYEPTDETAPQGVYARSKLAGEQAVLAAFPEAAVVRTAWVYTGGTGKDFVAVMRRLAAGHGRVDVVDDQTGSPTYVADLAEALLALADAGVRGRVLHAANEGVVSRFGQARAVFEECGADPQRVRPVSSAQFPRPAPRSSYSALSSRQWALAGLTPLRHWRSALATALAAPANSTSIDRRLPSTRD
# Target sequence (P9WH11 whole entry, looked up): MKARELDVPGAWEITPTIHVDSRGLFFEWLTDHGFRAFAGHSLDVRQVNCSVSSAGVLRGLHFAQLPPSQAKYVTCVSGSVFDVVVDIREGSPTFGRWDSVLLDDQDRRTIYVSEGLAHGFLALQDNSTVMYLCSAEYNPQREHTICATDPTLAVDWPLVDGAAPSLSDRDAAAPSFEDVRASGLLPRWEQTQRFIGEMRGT
# M. tuberculosis GlmU = inhibition of mycobacterial GlmU enzyme – biochemical, glucosamine-1-phosphate acetyltransferase (AID 1376); Bifunctional protein GlmU (Mycobacterium tuberculosis (strain ATCC 25618 / H37Rv)); M. tuberculosis GlmU acetyltransferase enzyme assay; higher % means a stronger effect; inhibition, %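 (tested at 30 µM in the primary screen)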, or IC50 in µM where a hit was titrated; hit rate 0.25% among 220,000; in the data active means inhibition above about 13%;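 further: 0% = complete reaction with vehicle and 100% = reaction without substrate; strong numbers were not always called active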
# * = called active by the depositor; / = not tested or not shown.
compound | M. tuberculosis GlmU | Mtb RmlCD inh
O=C(Nc1cccc([N+](=O)[O-])c1)c1ccc2ccccc2c1O | 1.6% | /
Cc1ccc(NC(=O)CSc2nnc(CCCCCNC(=O)OC(C)(C)C)o2)c(C)c1 | 1.8% | 16
CCN(CC(=O)NC(C)(C)C)C(=O)CCl | 0.2% | 1
COc1ccc(/C=N/Nc2nc(-c3ccc(C)cc3)c(NC(C)=O)s2)cc1OC | -0.1% | 5
O=C(Nc1ccncc1)c1ccc2c(c1)C(=O)N(CC1CCCO1)C2=O (centres undefined) | 1.4% | 2
CCCCSc1nc(C)cc(SCC(=O)N/N=C/c2cccc(OC)c2O)n1 | / | 8
COC(=O)N/N=C1/C/C(=N\NC(=O)OC)c2ccccc21 | 1.8% | -6
C=C(C)CNC(=S)Nc1ccc(S(=O)(=O)Nc2cnc3ccccc3n2)cc1 | -1.8% | -2
O=C(/C=C/c1ccccc1)Oc1cccc2cccnc12 | 0.3% | -12
O=C(Nc1ccc(N2CCN(Cc3ccccc3)CC2)cc1)c1ccccc1[N+](=O)[O-] | 0.3% | -14
CCN(C(=O)c1cc2cccc(OC)c2oc1=O)C1CCCCC1 | 3.2% | /
O=C(NC(=S)Nc1ccccc1N1CCOCC1)c1sc2ccccc2c1Cl | 2.4% | -2
O=C(CSc1cn(CC(=O)N2CCCC2)c2ccccc12)NCC1CCCO1 (centres undefined) | 7.5% | -1
COC(=O)C1=C(C)N(CCc2ccccc2)C(=O)C1 | -2.6% | 5
CN(C)C(=O)C[n+]1ccc(/C=N/O)cc1 | 6.3% | -11
CCOc1cc(C2NC(=S)NC(C)=C2C(=O)Nc2ccc(OC)cc2)ccc1O (centres undefined) | 1.3% | -11
Cc1ccccc1-c1ccc(=O)n(CC(=O)Nc2ccc(-n3cnnn3)cc2)n1 | 1.2% | /
Cc1cccc(NC2=NCC(=O)N2CCc2ccccc2)c1 | 2.5% | /
CC(C)CCNC(=O)c1ccc(Cl)c(NC(=O)c2ccccc2F)c1 | 0.4% | 3
Cc1nc([N+](=O)[O-])cn1CC(O)c1ccc(F)cc1 (centres undefined) | 3.5% | -12
CC(=O)Nn1c(C)nnc1-n1nc(C)cc1C | -0.4% | 9
CC1CCC(NC(=O)CN2CCCN(Cc3ccc(F)cc3Cl)C2=O)CC1 (centres undefined) | 1.1% | 0
CCCCNc1ccccc1C(=O)OCC(=O)Nc1ccc(S(N)(=O)=O)cc1 | -2.8% | /
CCOc1ccccc1N1CC(C(=O)NCCc2ccc(S(N)(=O)=O)cc2)CC1=O (centres undefined) | / | 13
Cc1ccc(NC(=O)c2cn(CCC#N)nc2-c2cccs2)c([N+](=O)[O-])c1 | -3.0% | 7
COc1cc(C(=O)N(CCc2ccccc2)C2=CC3CCC(C2)N3C)cc(OC)c1OC (centres undefined) | -5.7% | /
Cc1sc2nc(SCC(=O)N3CCN(CCO)CC3)n(-c3ccccc3)c(=O)c2c1C | -1.6% | 4
CC(C(=O)N1c2ccccc2Sc2ccccc21)n1nnc(-c2cccs2)n1 (centres undefined) | -5.2% | -2
COc1ccc(NC(=O)C2=C(C)C(=O)OC23CCC(C)CC3)cc1Cl (centres undefined) | 3.9% | 5
Fc1cc(F)c2nc(Nc3nc4cc5c(cc4s3)OCO5)sc2c1 | 4.5% | -9
COC(=O)COc1ccc(S(=O)(=O)N2CCc3ccccc3C2)cc1C | 3.6% | -11
CC(C)CCn1c(N)c(C(=O)OCC2CCCO2)c2nc3ccccc3nc21 (centres undefined) | -1.3% | 4
CCOc1ccc(C(=O)Nc2cc(OC)ccc2OC)cc1 | 5.0% | /
CCCN1C(=O)/C(=C/c2ccncc2)SC1=S | 2.4% | -10
CCc1c(C(=O)NNC(=S)NCc2ccccc2)csc1C | 2.8% | 4
COC(=O)c1cnn(-c2nc3c(C)cccc3s2)c1C | -5.7% | /
CC(=O)Nc1ccc(S(=O)(=O)N2CCN(c3ccc(C)c(Cl)c3)CC2)cc1 | -3.5% | 6
COc1cc(SC)ccc1C(=O)Nc1ccncc1 | 0.6% | -7
CCn1c(C)nc2cc(C(=O)N/N=C/c3ccccc3C)ccc21 | 1.2% | -6
CN(CCO)c1ncnc2nc[nH]c12 | 2.1% | 6
Cc1ccc2cc(CNC(C)C)c(=O)[nH]c2c1 | -1.7% | /
Cc1ccc2oc(-c3ccccc3)c(C(=O)O)c(=O)c2c1 | 2.9% | -10
C=CCn1c(=O)[nH]c2cc(C(=O)N3CCN(c4cccc(Cl)c4)CC3)ccc2c1=O | / | -2
CNCCc1c(C)n[nH]c1C | 0.7% | /
O=C(CCN1C(=O)c2ccc([N+](=O)[O-])cc2C1=O)Nc1nccs1 | -1.2% | -1
Cc1ccc(S(=O)(=O)NNC(=O)Cc2cccn2C)cc1 | -0.6% | -14
CCCCn1c(SCC(=O)N2CCc3ccccc32)nnc1-c1ccncc1 | 0.7% | 8
NC(=O)c1cc2c(s1)-c1cc(Cl)ccc1SC2 | -3.6% | 5
CCN(Cc1ccccc1)S(=O)(=O)c1ccc(C(=O)N2CCN(c3nc4ccccc4s3)CC2)cc1 | 0.7% | -14
CN(C)S(=O)(=O)c1ccc(NC(=O)COc2ncnc3c2cnn3-c2ccccc2)cc1 | -2.3% | -5
COC(=O)c1c(NC(=O)CSc2nnnn2-c2ccccc2)sc2c1CCC(C(C)(C)C)C2 (centres undefined) | -1.0% | -5
Cc1c(NC(=O)C(C)OC(=O)c2cccc([N+](=O)[O-])c2)c(=O)n(-c2ccccc2)n1C (centres undefined) | -9.0% | /
CC(C(=O)NC1CCCC1)N1CCN(Cc2ccccc2)CC1 (centres undefined) | 1.4% | 8
Cc1cccc(C2NS(=O)(=O)N=C2N)c1 (centres undefined) | -0.5% | -8
Cc1ccc(SC(c2ccc(C)cc2)C(Cn2cncn2)C(=O)c2ccccc2)cc1 (centres undefined) | -4.8% | -7
O=S(Cc1ccc(Br)cc1)Cc1nnc(SCc2ccc(Cl)cc2)n1-c1ccccc1 (centres undefined) | -2.3% | 7
O=C(NNc1nc2cc3c(cc2s1)OCCO3)c1ccc(F)cc1 | 3.0% | 6
COC(=O)CSc1cc(C(F)(F)F)nc(-c2ccccn2)n1 | -2.1% | -11
S=C(Nc1ccccn1)c1ccccn1 | 0.9% | 7
CCOc1[nH]c(/N=C/c2ccco2)c(C#N)c1C#N | / | 98

# More structures follow:
compound | M. tuberculosis GlmU | Mtb RmlCD inh
Cc1cc(C(=O)CN2C(=O)NC(C)(c3cccc(Br)c3)C2=O)c(C)n1Cc1ccco1 (centres undefined) | 5.7% | 105
COc1ccc2c(c1)CCc1c(C(=O)Nc3c(C)nn(Cc4ccccc4)c3C)noc1-2 | 8.9% | 14
Cc1ccc(Cn2ncc3c(N4CCN(CCc5ccccc5)CC4)ncnc32)cc1 | 3.1% | 8
CC(C)CC(=O)NC(Nc1ccc([N+](=O)[O-])cc1)C(Cl)(Cl)Cl (centres undefined) | -9.1% | /
CCCS(=O)(=O)N1CCN(Cc2c[nH]c3ccccc23)CC1 | -3.6% | -11
O=C(C1=C[C@H](c2coc3ccccc3c2=O)C[C@H](OCc2ccc(CO)cc2)O1)N1CCN(Cc2ccc3c(c2)OCO3)CC1 | 1.9% | /
COc1ccc(CCN2C(=O)c3[nH]nc(-c4ccccc4O)c3C2c2ccccc2)cc1OC (centres undefined) | -2.1% | -5
CC(=O)Nc1ncnc2c1c(-c1ccc(Cl)cc1)nn2C(C)(C)C | -9.0% | 8
O=C(OCC(=O)N1CCOCC1)c1cccc(S(=O)(=O)N2CCCc3ccccc32)c1 | -1.8% | /
CCC(=O)Nc1cccc(NC(=O)CN2CCN(c3ccccc3OC)CC2)c1 | -1.9% | 8
CCOC(=O)c1ccc(NC(=O)N2CCc3ccccc32)cc1 | 5.9% | 10
CCn1nnnc1SCC(=O)NCc1cccs1 | -1.0% | -7
O=C1C(=Cc2ccco2)C(=O)c2ccccc21 | 8.4% | 2
O=C(NN1C(=O)C2C3C=CC(C4CC34)C2C1=O)c1cccc(Cl)c1 (centres undefined) | 0.1% | 3
COc1cc(/C=N/NC(=O)Cc2csc(N3CCOCC3)n2)cc(OC)c1O | -2.1% | -4
CCNc1nc(NC(C)C)nc(SCCOC(=O)c2ccccc2)n1 | 2.7% | 9
CN(CC(=O)NCCc1ccccn1)S(=O)(=O)c1ccc(Cl)cc1 | 3.1% | -7
Cc1csc(SCC(=O)NCCc2ccc(Cl)cc2)n1 | 0.4% | 6
Cc1cc(C)c(C#N)c(SCc2[nH]nc3c2C(c2ccc(F)cc2)C(C#N)=C(N)O3)n1 (centres undefined) | 1.7% | /
CCOC(=O)c1c(-n2cccc2)sc2c1CCCC2=O | 1.4% | -12
O=C(Nc1ccc(O)c(C(=O)O)c1)c1ccc2c(c1)C(=O)N(CC1CCCO1)C2=O (centres undefined) | -4.0% | 23
Cn1cnnc1SCC(=O)NNC(=O)COc1ccc(Cl)cc1 | 2.7% | /
CCOC(=O)c1cccc(-n2c(-c3ccc(OC)cc3)nc3nc4ccccc4nc32)c1 | -2.1% | -5
c1ccc(-n2nc3c(ccc4cnnc43)[nH]2)cc1 | -1.6% | /
Cc1cc(C)nc(Nc2nc(C)c3cc4c(cc3n2)OCO4)n1 | 2.4% | -8
Cc1cc(OCCOCCN(C)CCO)cc(C)c1Cl | -1.6% | /
COc1ccccc1NC(=O)Oc1ccc(NC(=O)c2ccco2)cc1 | 6.8% | -7
O=C(Nc1nccs1)c1ccc(Br)c(S(=O)(=O)N2CCOCC2)c1 | -1.9% | /
CCOC(=O)Cc1csc(NC(=O)c2ccc(NC(C)=O)cc2)n1 | -3.1% | /
N=c1scc(-c2ccccc2)n1/N=C/c1ccco1 | 3.1% | 5
CCN1CCCC1CNC(=O)COc1cc(=O)n(C)c2ccccc12 (centres undefined) | -4.7% | /
Cc1ccc(-c2nc(-c3cccnc3)sc2CC(=O)Nc2ccc3nc(C)sc3c2)cc1 | -4.1% | /
C/C=C/c1ccc(OCc2cc(=O)n3cc(C)ccc3n2)c(OC)c1 | 2.2% | -5
CCOC(=O)c1sc(NC(=O)C(CC)OC(=O)C(CC(C)C)NC(=O)c2ccccc2)nc1C (centres undefined) | 2.6% | -26
Cc1ccc(NC(=O)COC(=O)CN2C(=O)COc3ccccc32)cc1 | -1.2% | 1
CC(Cc1ccsc1)NC(=O)CCc1nnc(CCc2ccccc2)o1 (centres undefined) | 1.6% | /
Fc1ccccc1/C=N/n1cnnc1 | 1.7% | /
O=c1c2ccccc2nc(Cc2cccc([N+](=O)[O-])c2)n1-c1ccc(O)cc1 | 2.2% | 29
Cc1csc(SCC(=O)Nc2ccc(S(=O)(=O)N3CCCC3)cc2)n1 | 6.3% | /
COc1ccc2nc(N3CCCCC3)c(C#N)cc2c1 | -2.1% | 11
CC(=C/c1ccco1)/C=N/NC(=O)c1ccncc1 | 5.9% | 1
CCC(c1nnc(SCC(=O)Nc2ccc(Cl)cc2C(F)(F)F)n1C1CCCCC1)N(C)C (centres undefined) | -2.0% | -7
CC(C)(C)C1=Nn2c(nnc2-c2ccccc2F)SC1 | -2.7% | /
Nc1ccc(C(=O)N/N=C2\CCCc3c2[nH]c2ccccc32)cc1 | -2.0% | /
COc1cccc(N2C(=O)/C(=C\c3cccs3)NC2=S)c1 | -7.5% | 5

# An excerpt taken from the entries so far, for reference:
compound | M. tuberculosis GlmU | Mtb RmlCD inh
Cc1csc(SCC(=O)Nc2ccc(S(=O)(=O)N3CCCC3)cc2)n1 | 6.3% | /
COc1ccc2nc(N3CCCCC3)c(C#N)cc2c1 | -2.1% | 11
CC(=C/c1ccco1)/C=N/NC(=O)c1ccncc1 | 5.9% | 1
CCC(c1nnc(SCC(=O)Nc2ccc(Cl)cc2C(F)(F)F)n1C1CCCCC1)N(C)C (centres undefined) | -2.0% | -7
CC(C)(C)C1=Nn2c(nnc2-c2ccccc2F)SC1 | -2.7% | /
Nc1ccc(C(=O)N/N=C2\CCCc3c2[nH]c2ccccc32)cc1 | -2.0% | /

# Grouped by structure: the entries above with a CF3 group
compound | M. tuberculosis GlmU | Mtb RmlCD inh
COC(=O)CSc1cc(C(F)(F)F)nc(-c2ccccn2)n1 | -2.1% | -11
CCC(c1nnc(SCC(=O)Nc2ccc(Cl)cc2C(F)(F)F)n1C1CCCCC1)N(C)C (centres undefined) | -2.0% | -7

# Following part:
compound | M. tuberculosis GlmU | Mtb RmlCD inh
Cc1cc(Cl)ccc1OCC(=O)N/N=C/c1ccc(OC2OC(CO)C(O)C(O)C2O)cc1 (centres undefined) | -3.8% | 10
Cc1[nH]c2ccccc2c1/C=N/NC(=O)c1cccc(S(=O)(=O)Nc2cccc(C(F)(F)F)c2)c1 | 2.7% | 4
COc1cccc(CNC(=O)C2CCN(S(=O)(=O)c3ccccc3)CC2)c1 | -1.1% | /
CCN(CC(=O)Nc1ccccc1OC)CC(=O)Nc1c(Cl)ccc(C)c1Cl | 4.6% | -8
C=CCC(C)(NCc1ccccc1)c1ccc(C)cc1 (centres undefined) | 2.2% | -13
COC(=O)C1=C(C(=O)OC)[C@@H]2N(C)c3ccc(OC)cc3[C@@]23C[C@@H](C(=O)OC)N=C3N1 | -0.3% | /
Cc1cc(C)n(-c2ccc(C(=O)OCC(=O)c3c(N)n(C)c(=O)n(C)c3=O)cc2)n1 | 4.1% | /
COc1ccc2nc(SCC(=O)O)nc(C)c2c1 | 1.9% | 3
CC(C)(C)NS(=O)(=O)c1ccc(N2C(=O)c3ccccc3C2=O)cc1 | 4.0% | 11
COCCNC(=O)c1cc2nc3c(c(C(F)(F)F)n2n1)CCc1ccccc1-3 | 3.9% | 6

# The list is partial; count on the stated rates, not on these rows.
